bCat nuc transl – modulators of beta-catenin nuclear translocation, primary screen, imaging, HeLa cells, immunofluorescence, high-content; nuclear translocation activity, % at 5 µM; 190,000 compounds, 0.3% hits; AID 1665, 2009;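 active means nuclear translocation activity above 50% at 5 µM, with a well cell count of 50 or more; inconclusive means wells under 50 cells across six images, flagged as toxic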;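 further: per-cell ratio of nuclear to cytoplasmic median beta-catenin stain intensity; plate controls were DMSO negative control for no effect and GSK-3 inhibitor IX positive control for full effect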
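Test system: human HeLa cells, endogenous beta-catenin. Times: 24 h compound exposure, 37°C. Measured by: beta-catenin immunofluorescence imaging with DAPI.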
TNAP activation fold – human TNAP enzyme activators, primary screen, biochemical, luminescent, no phosphate acceptor, uHTS (AID 1001). Alkaline phosphatase, tissue-nonspecific isozyme (Homo sapiens). purified TNAP, luminescent activation assay, no phosphate acceptor; higher activation fold means a stronger effect. activation fold at 20 µM, or EC50 in µM where a hit was titrated. 200,000 compounds, 0.03% hits; in the data active means activation fold from about 3, or a potency from the dose series; inactive means the rest, 99 in 100 with activation fold below about 1.6; further: many of its hits are not listed in these tables
T cell HTS – modulators of CD8 T cell-vesicle binding, primary screen, mouse 2C CD8+ T cells, flow cytometry; 330,000 compounds, 0.068% hits; calls only at 7 µM; 2C CD8+ T cell-vesicle binding; hits give low values;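 active means response, share of CD8 T cells binding vesicles, and their 90th percentile fluorescence all below set limits, cut at about 80% in these data, passing the limit was not always enough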
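Material: murine 2C transgenic CD8+ T lymphocytes / Also added: QL9-peptide-loaded Drosophila micro-vesicles bearing Ld, ICAM-1 and B7-1 / Schedule: binding step 1.5 h, 37 °C, antibody labelling 20 min, ice / Signal: flow cytometry, PE anti-B7-1 (FL2) versus Alexa647 anti-CD8 (FL8), PFA-fixed / Evaluation: percent CD8+ FL2 mean versus row control / Benchmarks: naked versus QL9-loaded vesicles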
Dynein cargo inh – inhibitors of GR-EGFP nuclear translocation, primary screen, dynein cargo transport inhibitor project, imaging, high-content, 3617.4 mouse cells; test concentration mostly 20 µM; stimulated with dexamethasone, 1 µM; hits give low values; z-score, hits read low; 220,000 compounds, 0.47% hits; AID 1381, 2008;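 active means plate z-score of nuclear minus cytoplasmic receptor signal below a set negative limit, without overly bright fluorescence or cell loss, cut at about -3.5 in these data, passing the limit was not always enough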;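 further: z-score of nuclear minus cytoplasmic ring GR-EGFP intensity difference per well; some compounds called inactive have numbers as strong as hits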
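Also added – dexamethasone, 1.0 µM final · Buffer or medium – tet-free, stripped-serum medium · Schedule – induction 48 h, compound 1 h, agonist 30 min · Detection – formaldehyde fixation, Hoechst nuclear stain, 10x automated fluorescence imaging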
Hep lipid drop – inhibitors of hepatocyte lipid droplet formation, primary screen, imaging, high-throughput imaging, BODIPY stain; AML12 mouse hepatocytes, oleate lipid droplets; inhibition, % at 6.5 µM; 240,000 compounds, 0.4% hits; AID 1656, 2009;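 active means lipid droplet intensity inhibited by at least 50%, with more than 500 cells counted; inconclusive means wells with under 300 cells, treated as cytotoxic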
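Material – mouse AML12 hepatocyte cell line, fixed after treatment · Compound dosing – one dose, 6.5 µM compound · Times – compound with oleate, overnight · Measured by – Image-based BODIPY and DAPI two-channel analysis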
Ins promoter up – insulin promoter activators in MIN6 cells, imaging, high-content screening, mouse beta cells; MIN6 insulin promoter-GFP reporter; hits give high values; z-score at 5 µM; 190,000 compounds, 0.3% hits;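 active means z-score above 3 at 5 µM with at least 500 cells counted in the well; inconclusive means wells under 500 cells, flagged as cytotoxic or low count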
Myeloid diff 2 – induction of myeloid progenitor differentiation, primary screen, cell-based, flow cytometry, MLPCN library | ER-HoxA9 myeloid progenitors, lysozyme-GFP differentiation | calls only at 10 µM | 360,000 compounds, 1% hits | AID 624256, 2012;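 active means normalized GFP-positive differentiation at or above the plate's own cutoff, the solvent-only control mean plus 3 SD; inconclusive means no clear call, values can overlap the other calls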;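 further: cells exposed to compound for four days before flow analysis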
MT stabilizer – microtubule stabilizers in HeLa cells, primary screen, imaging, high-content imaging; % tubulin-high responders, % at 10 µM; 200,000 compounds, 0.83% hits; AID 2205, 2009; HeLa tubulin immunostaining HCS, 24 h; share of cells brighter than vehicle mean+2SD;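 active means plate Z-score above 3 for both tubulin-high and condensed-nucleus cell shares, with cell loss under 80%, at 10 µM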;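 further: anti alpha tubulin signal scored within the nucleus-defined area of each cell; some results filed as inactive read as strong as hits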
PMI inhibitors – inhibitors of human PMI, primary screen, biochemical, fluorescence intensity, coupled assay (AID 1209); Mannose-6-phosphate isomerase (Homo sapiens); purified PMI enzyme, coupled fluorescence intensity; higher % means a stronger effect; inhibition, % at 20 µM, or IC50 in µM where a hit was titrated; 190,000 compounds, 0.42% hits; in the data active means inhibition above about 50%;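 further: plate controls were DMSO vehicle for no effect and wells lacking substrate for full effect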
Dynein cargo inh cytoplasmic EGFP – also measured in Dynein cargo inh; calls as there; z-score; measured here: cytoplasmic GR-EGFP intensity; hits give high values
Dynein cargo inh nuclear GR-EGFP – second read-out of Dynein cargo inh, no call of its own (marks repeat the call); z-score; measured here: nuclear GR-EGFP intensity;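 lower value marks the stronger effect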
Dynein cargo inh cell count – recorded beside Dynein cargo inh, whose call it bears; z-score; measured here: cell count per field
Ins promoter up cell count – also measured in Ins promoter up; calls as there; cell count; measured here: cytotoxicity, nuclei count;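 total cells summed across four imaged fields per well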
Hep lipid drop cells 6.5 µM – second read-out of Hep lipid drop, no call of its own (marks repeat the call); cell count; measured here: cell count, cytotoxicity flag;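 cells counted across two imaged fields per well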
bCat nuc transl cell count 5 µM – also measured in bCat nuc transl; calls as there; cell count; measured here: cell count, cytotoxicity flag
T cell HTS vesicle-bound % – recorded beside T cell HTS, whose call it bears; double positive events, %; measured here: CD8+ vesicle-bound cell fraction;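 binding gate set so that unloaded-vesicle control wells show 10% double positive cells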
MT stabilizer Hoechst-high % – recorded beside MT stabilizer, whose call it bears; % Hoechst-high responders; measured here: nuclear condensation Hoechst responders;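 share of cells brighter than vehicle mean plus two SD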
MT stabilizer cytotoxicity % – also measured in MT stabilizer; calls as there; toxicity, %; measured here: cytotoxicity by cell density;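 0% = mean cell density of plate MIN control wells and 100% = no cells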
Myeloid diff 2 GFP+ MAC1+ % – second read-out of Myeloid diff 2, no call of its own (marks repeat the call); GFP+ MAC1+ double positive, %; measured here: differentiation confirmed by MAC1 staining
* = called active by the depositor; i = inactive; ? = inconclusive; . = no result given; + = active, no number.

SMILES	bCat nuc transl	bCat nuc transl cell count 5 µM	TNAP activation fold	T cell HTS	T cell HTS vesicle-bound %	Dynein cargo inh	Dynein cargo inh cytoplasmic EGFP	Dynein cargo inh nuclear GR-EGFP	Dynein cargo inh cell count	Hep lipid drop	Hep lipid drop cells 6.5 µM	Ins promoter up	Ins promoter up cell count	Myeloid diff 2	Myeloid diff 2 GFP+ MAC1+ %	MT stabilizer	MT stabilizer Hoechst-high %	MT stabilizer cytotoxicity %	PMI inhibitors
COc1ccc(C(=O)C2CCCN(C(=O)c3cnsn3)C2)c(C)c1 (stereo not drawn)	-0.5	1290	.	i	26	0.85	-0.25	0.89	-0.12	8	730	-0.11	992	i	0.5	.	.	.	.
CCC(CC)n1[nH]c(=O)c2c(C)cc(C)nc21	-0.1	1022	1.1	i	32	-0.72	-0.23	-0.25	-0.37	-1	752	-0.64	1823	i	1.1	2.6	2.1	19	11%
Cc1ccc(NP(=O)(c2ccc(N(C)C)cc2NC(=O)c2cccs2)N2CCOCC2)cc1Cl (stereo not drawn)	0.3	1132	1	i	34	-0.07	1.2	0.16	-0.72	23	641	0.02	1461	i	0.5	4.0	1.9	11	23%
CCOC(=O)c1[nH]c(C)c(C(=O)NCC2CCCO2)c1C (stereo not drawn)	4.8	1162	1	i	26	-1.1	-0.23	-0.56	0.15	18	781	0.55	1210	i	1.2	2.4	1.6	2.8	-4%
COc1cc(Cl)ccc1NC(=S)N(CCCN1CCOCC1)Cc1cn(C)c2ccccc12	-3.3	1123	1.1	i	54	-0.064	-0.29	0.64	0.051	-1	658	-0.7	1265	i	1.4	4.7	2.5	0.4	6%
O=C(Nc1ccc(O)c(C(=O)O)c1)Oc1ccccc1	0.6	1068	.	i	37	-0.29	-0.27	-0.2	-0.26	-5	837	-0.02	1443	i	0.2	.	.	.	.
COc1cc(Cl)c(S(=O)(=O)NCCN2CCOCC2)cc1Cl	1.5	970	1	i	36	0.18	-0.13	0.23	0.74	-5	766	0.61	727	i	3.8	2.3	1.9	7.7	1%
CC(C)CN1CCC(CNC(=O)CCc2nnc(Cc3c[nH]c4ccccc34)o2)CC1	-1.5	1053	1.1	i	3	-0.65	-0.23	-0.54	1.2	11	698	-0.47	1611	i	1.4	0.7	1.8	7.3	-5%
CSc1ccccc1C(=O)Nc1cccc(C)c1	.	.	1.2	i	35	0.066	0.15	0.4	-0.48	12	792	-0.71	918	i	0.8	0.8	1.3	7.2	4%
CCCCN(CCCC)C1=Nc2ccccc2N/C1=C(/C#N)C(=O)OCC	-1.6	922	1	i	45	0.02	0.29	-0.0015	0.17	.	.	-1.1	1016	i	1.3	5.8	1.3	6.4	8%
COc1cc2c(cc1OC)CN(C(=S)NC(=O)c1ccccc1)CC2	1.0	1522	1.1	i	54	0.35	-0.22	0.33	-0.54	8	682	-0.01	1640	i	0.2	2.7	1.6	3.4	0%
CC(C)(O)C#Cc1ccc(CN2CCN(C3CCCCC3)C(CCO)C2)cc1 (stereo not drawn)	1.2	1020	1	i	39	0.3	-0.22	0.33	0.16	1	761	0.36	1467	i	0.1	3.6	1.5	2.9	2%
O=C(NCCc1ccc(Cl)cc1)C1CCN(S(=O)(=O)N2CCC3(CC2)OCCO3)CC1	-0.6	1385	1.1	i	40	0.51	-0.2	0.6	-0.69	.	.	-0.05	1523	i	0.7	6.0	3.6	2.4	2%
C=Cn1c(C(=O)O)cc(CC)c1-c1ccccc1	-2.8	1108	1.1	i	49	0.52	-0.14	0.42	0.13	-22	701	-0.29	1198	i	0.9	3.1	0.5	18	2%
CCOC(=O)c1c(NC(=O)Cn2ccsc2=N)sc(C)c1C	-1.7	1096	1	i	33	1.1	-0.27	0.32	-0.31	-19	674	-1.2	1330	i	0.1	1.3	1.4	0.4	-4%
Cc1cccc(NC(=O)CSc2nnc([C@@H]3CCCN3C(=O)OC(C)(C)C)o2)c1C	1.1	991	1.3	i	39	-0.88	-0.096	-1	-0.39	.	.	-0.01	1132	i	0.7	4.3	1.9	7.5	-7%
Cc1sc2nc(SCC(=O)OC(C)C)n(C)c(=O)c2c1C	1.5	1161	1.1	.	.	0.42	-0.22	0.5	-0.38	.	.	-0.3	1314	i	2.4	3.8	3.2	7.7	-2%
CCn1nnnc1SCC(=O)Nc1ccc2c(c1)OCCO2	3.1	1100	1	i	60	-0.35	-0.3	-0.61	1.2	-8	713	0.33	1139	i	1.0	2.8	2.0	4.5	11%
O=C(OCCN1C(=O)c2ccccc2C1=O)c1cnccn1	-3.0	1003	1.1	i	60	-0.48	-0.34	-0.13	0.13	.	.	0.48	1304	i	0.8	5.1	2.9	6.6	9%
O=C1CCN(C(=O)c2cccs2)c2ccccc21	0.4	544	1.1	i	45	-0.5	-0.34	-0.57	1	1	741	0.41	1304	i	1.3	4.9	2.7	6.1	3%
COc1ccc(CC(=O)Nc2ccc(S(=O)(=O)Nc3ncccn3)cc2)cc1	-0.8	1229	1.1	i	34	0.07	-0.18	0.74	-0.19	2	769	1.6	872	+	8.6*	2.0	1.5	2.8	9%
CC(C)c1ccccc1NC(=S)NCCCn1ccnc1	1.2	1138	1	i	37	-0.37	-0.35	-0.14	0.72	-4	732	0.09	1264	i	0.3	2.2	2.8	6.4	10%
Cc1cccc(-c2nnc(SCCC(=O)N3CCOCC3)o2)c1	-2.3	519	1	i	52	-0.7	-0.16	-0.65	0.86	3	671	-0.03	1224	i	0.1	3.9	2.0	5.9	-14%
CC(=O)N(C)c1nnc(-c2cnccn2)s1	1.4	1348	1.1	i	22	-0.81	-0.23	-1.2	-0.097	.	.	-0.3	1589	i	1.7	2.3	1.5	1.2	-2%
O=C(COC(=O)Cn1cnc2ccccc2c1=O)NCC12CC3CC(CC(C3)C1)C2	2.7	982	0.9	i	43	-0.08	-0.3	-0.26	0.23	8	648	-1.1	1608	i	0.2	2.2	2.8	7.7	6%
Remaining list, next part
SMILES	bCat nuc transl	bCat nuc transl cell count 5 µM	TNAP activation fold	T cell HTS	T cell HTS vesicle-bound %	Dynein cargo inh	Dynein cargo inh cytoplasmic EGFP	Dynein cargo inh nuclear GR-EGFP	Dynein cargo inh cell count	Hep lipid drop	Hep lipid drop cells 6.5 µM	Ins promoter up	Ins promoter up cell count	Myeloid diff 2	Myeloid diff 2 GFP+ MAC1+ %	MT stabilizer	MT stabilizer Hoechst-high %	MT stabilizer cytotoxicity %	PMI inhibitors
CCOC(=O)c1sc2nc(C)n(N)c(=O)c2c1C	0.6	1055	1.1	i	38	0.8	-0.18	0.3	-0.48	2	703	-0.29	1367	i	0.2	4.0	3.5	5.9	-5%
O=C(O)CNC(=S)N(Cc1ccc(F)cc1)C1CCCCC1	-0.3	1120	1.2	i	16	0.64	-0.27	0.24	-0.25	-2	652	-0.34	1199	i	0.4	3.3	1.7	4.6	-8%
Cc1ccc(S(=O)(=O)N2CCN(Cc3nc4sc5c(c4c(=O)[nH]3)CCCC5)CC2)cc1	-1.9	495	1	i	19	-0.31	-0.29	-0.54	0.75	-13	624	0.29	1388	i	0.3	3.0	4.7	4.3	-9%
Cc1c(NC(=O)CCC(=O)N2CCCCC2)c(=O)n(-c2ccccc2)n1C	-7.4	952	1	i	23	-0.37	-0.32	-0.084	0.025	.	.	-0.34	1473	i	0.8	3.7	2.4	2.2	-15%
COc1ccc(Cl)cc1S(=O)(=O)N1CCC(O)(c2ccc(Cl)cc2)CC1	2.7	1294	.	i	32	-0.46	-0.22	-0.38	0.86	-5	700	-0.02	1084	i	0.4	.	.	.	.
CC(Oc1ccc(Cl)cc1Cl)C(=O)N(Cc1ccco1)C1CCS(=O)(=O)C1 (stereo not drawn)	-6.2	1140	1.1	i	49	-0.84	-0.16	-0.19	0.14	-19	676	-0.22	1252	i	0.9	4.4	3.2	11	19%
Cn1c(=O)[nH]c(=O)c2c1nc(N1CCCCC1)n2CCCSc1nc2ccccc2s1	2.6	1023	1.2	i	39	1.1	-0.25	0.61	-0.65	-2	784	.	.	i	0.9	1.3	1.4	8.3	8%
CNC(=O)c1nnn(Cc2ccccc2)c1NC(=O)C(F)(F)F	.	.	1.1	i	25	-0.72	-0.14	-0.012	-0.3	.	.	.	.	i	1.2	2.6	2.4	4.4	5%
CCOc1ccc(-n2c(-c3ccc(OC)cc3)c[n+]3c2CCCCC3)cc1	1.7	1023	1.1	i	52	-0.48	-0.27	-0.28	0.44	-45	444	?	.	.	.	2.8	1.8	2.0	6%
O=C(O)CSc1ccc(Oc2ccc(SCC(=O)O)cc2)cc1	-0.2	1570	1.1	i	48	-0.61	-0.2	-0.61	0.65	-2	724	0.18	1560	i	0.3	2.1	2.4	4.2	.

From PubChem BioAssay
